Screening results from PubChem BioAssay.
TMEM16A inh: blocks the mouse calcium-activated chloride channel TMEM16A | HEK293 TMEM16A/YFP iodide influx fluorescence, ionomycin | AID 588511 | normalized B-score (activity score, 25-100; higher = stronger inhibition) at 10 µM | hit rate 1.2% among 310,000 | Q8BHY3;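 active means ratio plate-corrected score three or more library SD toward inhibition, starting fluorescence score within five deviations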;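 further: score derived from kinetic fluorescence span divided by baseline fluorescence per well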
TMEM16A act: activators or potentiators of mouse TMEM16A chloride channel; Q8BHY3; hit rate 0.3% among 340,000; AID 623877; HEK293 TMEM16A/YFP-H148Q/I152L, iodide quench fluorescence; active compounds read low; B-score at 10 µM;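 active means fluorescence-ratio B-score plate-corrected deviation score at least 3 library SD below zero, with starting fluorescence score within 5 deviations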;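 further: channel opened by trigger with iodide after compound preincubation; score built on the fluorescence ratio of max minus min over baseline; more negative score means more quench and so TMEM16A activation or potentiation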
TRPC4 agonist: activators of mouse TRPC4 channel | HEK293 TRPC4beta/mu-opioid, Fluo4 calcium fluorescence; active compounds read high | B-score at 10 µM | Q9QUQ5 | hit rate 0.49% among 310,000 | AID 2237;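 active means B-score above 5 SD of library B-scores, and initial fluorescence ratio not above library mean plus 5 SD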;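 further: positive B-score marks a calcium rise read as TRPC4 activation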
Target sequence (Q9QUQ5 whole entry, looked up): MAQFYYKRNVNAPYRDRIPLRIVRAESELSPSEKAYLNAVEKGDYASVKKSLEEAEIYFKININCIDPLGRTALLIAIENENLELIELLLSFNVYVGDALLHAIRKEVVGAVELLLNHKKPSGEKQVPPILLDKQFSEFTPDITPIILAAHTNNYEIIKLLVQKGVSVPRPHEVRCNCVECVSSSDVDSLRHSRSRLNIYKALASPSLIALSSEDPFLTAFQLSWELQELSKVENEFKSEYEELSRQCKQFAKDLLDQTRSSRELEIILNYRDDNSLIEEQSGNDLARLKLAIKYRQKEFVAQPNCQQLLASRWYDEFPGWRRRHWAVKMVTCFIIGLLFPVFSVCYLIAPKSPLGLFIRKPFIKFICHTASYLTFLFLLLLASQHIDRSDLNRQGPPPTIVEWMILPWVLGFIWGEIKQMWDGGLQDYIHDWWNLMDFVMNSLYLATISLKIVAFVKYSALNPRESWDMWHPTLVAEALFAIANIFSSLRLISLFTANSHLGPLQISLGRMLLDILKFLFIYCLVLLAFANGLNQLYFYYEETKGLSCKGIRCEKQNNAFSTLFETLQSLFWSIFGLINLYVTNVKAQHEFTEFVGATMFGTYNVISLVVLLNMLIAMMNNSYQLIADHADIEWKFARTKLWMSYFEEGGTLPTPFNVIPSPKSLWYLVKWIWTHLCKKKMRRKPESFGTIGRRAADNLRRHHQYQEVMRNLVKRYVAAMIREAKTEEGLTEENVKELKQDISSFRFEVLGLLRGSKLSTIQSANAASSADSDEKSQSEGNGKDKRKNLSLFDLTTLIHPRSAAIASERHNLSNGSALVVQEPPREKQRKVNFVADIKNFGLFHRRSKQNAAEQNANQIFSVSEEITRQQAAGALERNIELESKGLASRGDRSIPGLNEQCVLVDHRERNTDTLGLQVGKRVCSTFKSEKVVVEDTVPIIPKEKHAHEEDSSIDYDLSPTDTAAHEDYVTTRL
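Assay system: HEK293 stable line with TRPC4beta plus mu-opioid receptor. Times: dye 45 min RT, read 110 s. Measured by: kinetic Fluo4 calcium fluorescence. Measure: B score of integrated ratio. Controls: assay buffer as low control, maximal DAMGO as high control.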
Dyrk1A ADPGlo: inhibitors of rat Dyrk1A kinase. Q63470. inhibition, % at 12.5 µM. ADP-Glo luminescence, NFATc1 peptide. AID 504441. hit rate 0.43% among 310,000; in the data active means inhibition above about 50%;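 further: plate controls were vehicle with enzyme for no effect and no enzyme for full effect; many of its hits are not listed in these tables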
HDAC3 inhib: human HDAC3 inhibition; O15379; recombinant HDAC3, fluorogenic peptide/trypsin coupled, fluorescence; inhibition, % at 8.3 µM; hit rate 0.15% among 320,000; AID 2718; in the data active means inhibition above about 26%, passing the limit was not always enough
KCNK9 inh: blocks the human KCNK9 two-pore domain potassium channel; Q9NPC2; HEK293 KCNK9, FluxOR thallium flux fluorescence; active compounds read low; B-score at 10 µM; hit rate 1.2% among 310,000; AID 488922;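 active means ratio B-score over 3 SD below the library mean, with starting fluorescence within 5 SD of its mean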;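 further: negative B-score means less thallium flux so channel inhibition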
TRPC4 PAM: TRPC4 (mouse) allosteric potentiation. Q9QUQ5. HEK293 TRPC4beta/mu-opioid, DAMGO EC20, Fluo-4 Ca2+ flux; active compounds read high. B-score at 10 µM. hit rate 0.42% among 310,000. AID 2227;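 active means B-score of calcium response area above 5 SD of library B-scores, with initial fluorescence ratio within 5 SD of library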;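 further: B-score of integrated fluorescence ratio over time as area under calcium response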
hERG protect: shields human hERG channel from block by proarrhythmic agents; CHO-hERG, FluxOR thallium flux, dofetilide IC70 present; activation (rescue from dofetilide block), less the hit threshold, % at 10 µM; Q12809; hit rate 0.51% among 310,000;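 active means activation above the mean of controls blocked by dofetilide plus 5 SD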;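 further: thallium influx through hERG after potassium depolarization seen as dye fluorescence rise; in these data hits start at about 4.7%; inactives centre near -7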
KCNQ1 pot: potentiates or activates the human KCNQ1 potassium channel. P51787. CHO-K1 KCNQ1, thallium flux FluxOR fluorescence; active compounds read high. B-score at 10 µM. hit rate 0.35% among 310,000. AID 2648;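 active means fluorescence ratio B-score, a plate-corrected score, at least three library SD, with initial intensity B-score within 5 SD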
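Assay system: CHO-K1 cells stably expressing KCNQ1. Medium: assay buffer for compound exposure, DMSO matched across wells. Timing: 37 °C overnight plating, 90-min dark dye load, 20-min compound pretreatment. Signal: kinetic FluxOR fluorescence, 10 s baseline plus 110 s post-stimulus.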
KCNK3 block: human KCNK3 channel inhibition, primary screen. O14649. AID 602410. CHO-KCNK3 thallium flux, FluxOR fluorescence; active compounds read low. hit rate 0.84% among 340,000. B-score at 10 µM;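 active means B-score under library mean minus 4 SD, starting fluorescence ratio at most library mean plus 5 SD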;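 further: more negative B-score means stronger inhibition of thallium flux through KCNK3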
KCNQ1 block: inhibitors of human KCNQ1 potassium channel | CHO-K1 KCNQ1, FluxOR thallium flux fluorescence; active compounds read high | hit rate 1.3% among 310,000 | AID 2642 | B-score at 10 µM | P51787;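 active means compounds whose thallium flux B-score, printed positive for inhibition, exceeds three library SD while starting fluorescence stays within three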;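 further: channel opened by potassium depolarization with thallium stimulus after 20 min compound exposure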
Starred values were filed as active, the others as inactive; i = inactive; x = no result given. Not all compounds are listed (hit frequency here may not be typical).

mol | Dyrk1A ADPGlo | KCNK3 block | TRPC4 PAM | TMEM16A act | hERG protect | KCNQ1 block | HDAC3 inhib | TMEM16A inh | KCNK9 inh | TRPC4 agonist | KCNQ1 pot
OCCC1CN(Cc2cc(F)ccc2-n2cccn2)CCN1Cc1ccc(F)cc1 (stereo not drawn) | 14 | i | i | i | -8 | i | 2 | i | i | i | i
O=C1/C(=C/c2cccnc2)Oc2cc(OS(=O)(=O)c3ccc(Cl)cc3)ccc21 | -2 | i | i | i | -9 | i | 3 | i | i | i | i
CC(Sc1ccccc1)C(=O)NN=C1CCN(C)CC1 (stereo not drawn) | -4 | i | i | i | -1 | i | -4 | i | i | i | i
O=C(/C=C/c1ccc(F)cc1)N1CC[C@@]2(O)CCCC[C@H]2C1 | 2 | i | i | i | -3 | i | -4 | i | i | i | i
CC(=O)Nc1ccc(NC(=O)COc2ccc(Cl)cc2Cl)cc1 | 2 | i | i | i | -6 | i | 1 | i | i | i | i
N#C/C(=C\c1ccc(OC(F)F)cc1)C(=O)N1CCCCC1 | -7 | i | i | i | -11 | i | -3 | i | i | i | i
CCOC(=O)c1c(C)n(C)c2ccc(OCC(O)Cn3nc(C)c(Br)c3C)cc12 (stereo not drawn) | 3 | i | i | i | -30 | i | 15 | i | i | i | i
COc1cc(C(=O)NC(=S)Nc2ccc3c(c2)C(=O)N(C)C3=O)cc(OC)c1OC | 5 | i | i | i | -8 | i | 6 | i | i | i | i
O=C1c2ccccc2C(=O)c2c1cccc2N1CCOCC1 | 9 | i | i | i | -6 | i | 8 | i | i | i | i
Cc1ccc(NC(=O)C2CCCN2C(=O)OCc2ccccc2)cc1C (stereo not drawn) | 6 | i | i | i | -3 | i | 4 | i | i | i | i
Cc1ccc(-c2csc(/C(C#N)=C/Nc3ccccc3SC(F)(F)F)n2)c(C)c1 | -43 | i | i | i | -2 | i | -4 | i | i | i | i
CC(=O)c1ccc(NC(=O)C2Cc3ccccc3CN2C(=O)c2ccccc2)cc1 (stereo not drawn) | -3 | i | i | i | -12 | i | -8 | i | i | i | i

Pulled by structure from the entries so far (2):
mol | Dyrk1A ADPGlo | KCNK3 block | TRPC4 PAM | TMEM16A act | hERG protect | KCNQ1 block | HDAC3 inhib | TMEM16A inh | KCNK9 inh | TRPC4 agonist | KCNQ1 pot
OCCC1CN(Cc2cc(F)ccc2-n2cccn2)CCN1Cc1ccc(F)cc1 (stereo not drawn) | 14 | i | i | i | -8 | i | 2 | i | i | i | i
CCOC(=O)c1c(C)n(C)c2ccc(OCC(O)Cn3nc(C)c(Br)c3C)cc12 (stereo not drawn) | 3 | i | i | i | -30 | i | 15 | i | i | i | i

(cont.)
mol | Dyrk1A ADPGlo | KCNK3 block | TRPC4 PAM | TMEM16A act | hERG protect | KCNQ1 block | HDAC3 inhib | TMEM16A inh | KCNK9 inh | TRPC4 agonist | KCNQ1 pot
COc1ccc(NC(=O)CN2C(=O)/C(=C3\SC(=S)N(C4CCS(=O)(=O)C4)C3=O)c3ccccc32)cc1 (stereo not drawn) | x | i | i | i | -5 | i | 2 | i | i | i | i
Cc1ccc(C(=O)Nc2ccc(NC(=O)c3cccs3)cc2)cc1[N+](=O)[O-] | -3 | i | i | i | -6 | i | -6 | i | i | i | i
COc1ccccc1N(C)S(=O)(=O)c1ccc(C(=O)N2CCCC(C(F)(F)F)C2)cc1 (stereo not drawn) | 16 | i | i | i | -12 | i | x | i | i | i | i
CCOC(=O)c1ccc(NC(=S)NNC(C)(C)C)cc1 | 4 | i | i | i | -13 | i | 2 | i | i | i | i
Cc1ccc(CNC(=O)c2ccc(N3CCC4(CC3)CC(c3ccccc3)=NO4)c(NC(=O)c3c(Cl)cccc3Cl)c2)cc1 | x | i | i | i | -10 | i | -1 | i | i | i | i
O=C(N/N=C/c1ccc2c(c1)OCO2)/C(=C/c1ccc2c(c1)OCO2)NC(=O)c1ccccc1 | 6 | i | i | i | -6 | i | 5 | i | i | i | i
O=C(CSc1nc2ccccc2n1CCc1ccccc1)NC1CCS(=O)(=O)C1 (stereo not drawn) | 0 | i | i | i | -7 | i | -4 | i | i | i | i
CN(C)c1ccc(P(=O)(OC2CCCCC2)C(O)c2cccnc2)cc1 (stereo not drawn) | 1 | i | i | i | -16 | i | 0 | i | i | i | i
COc1ccc([C@H]2/C=C\CN(C(=O)[C@H](Cc3ccccc3)NC(=O)OCC3c4ccccc4-c4ccccc43)CC(=O)N2Cc2ccc(F)cc2)cc1 | -6 | i | i | i | -5 | i | 2 | i | i | i | i
COc1ccc(C2Sc3nncn3N2Cc2ccc(C#N)cc2)cc1 (stereo not drawn) | 6 | i | i | i | -8 | i | 2 | i | i | i | i
O=c1cc2c(nn1Cc1cccc(Cl)c1)-c1ccccc1CC2 | 48 | i | i | i | -5 | i | -6 | i | i | i | i
CCc1c(C)nc(SCC(=O)c2cccs2)c(C#N)c1C | 0 | i | i | i | -7 | i | 9 | i | i | i | i
CCCCc1c(C)nc2ccccc2c1SCCC#N | 8 | i | i | i | -8 | i | 11 | i | i | i | i
O=C(NC1CCN(C(=O)NC2CCCCC2)CC1)c1ccco1 | 3 | i | i | i | -7 | i | -11 | i | i | i | i
CSc1ccccc1C(=O)C1CCCN(C(=O)c2ccc(N3CCOCC3)cc2)C1 (stereo not drawn) | -8 | i | i | i | 2 | i | 7 | i | i | i | i
CCCc1cc(=O)oc2cc(C)cc(OCC(=O)NC(Cc3c[nH]c4ccc(O)cc34)C(=O)O)c12 (stereo not drawn) | -3 | i | i | i | -7 | i | 2 | i | i | i | i
COc1ccccc1CNC(=O)C1CCN(c2nc3ccccc3o2)CC1 | -2 | i | i | i | -6 | i | 0 | i | i | i | i
CCN1C(=O)CSC1=NC12CC3CC(CC(C3)C1)C2 | 3 | i | i | i | -4 | i | 5 | i | i | i | i
CC1Cc2ccccc2N1C(=O)COC(=O)CSc1ccc(F)cc1 (stereo not drawn) | -4 | i | i | i | -8 | i | -2 | i | i | i | i
COC(=O)C1(C)NC(c2ccc(F)cc2)C2C(=O)N(c3ccc(C)cc3)C(=O)C21 (stereo not drawn) | x | i | i | i | -6 | i | -9 | i | i | i | i
CC(C)N(Cc1ccccc1)C(=O)CCc1ccccc1 | -5 | i | i | i | -6 | i | 5 | i | i | i | i
CC1=CC=CC2=NC(=O)CC(C)(C(=O)N(CC(=O)NC(C)C)C3CCCC3)N12 (stereo not drawn) | -1 | i | i | i | -1 | i | -66 | i | i | i | i
CCCn1c(N2CCN(C(=O)Nc3ccccc3)CC2)nc2ccccc21 | -4 | i | i | i | -22 | i | -4 | i | i | i | i
CCc1cccc(NC(=O)c2cnn(-c3ccccc3)c2C)c1 | -2 | i | i | i | -14 | i | 2 | i | i | i | i
O=C(NN1C(=O)C2C3C=CC([C@H]4CC34)[C@@H]2C1=O)c1ccc(Br)cc1 (stereo partly drawn) | 4 | i | i | i | -7 | i | 4 | i | i | i | i
CCOc1cc(/C=N/O)ccc1OCc1ccc([N+](=O)[O-])cc1 | 3 | i | i | i | -9 | i | -2 | i | i | i | i
O=C(CNC(=O)c1ccc(Cl)cc1)NCC(F)(F)F | -6 | i | i | i | -4 | i | 1 | i | i | i | i
Cn1cccc1/C=C1\SC(=O)N(c2ccc(O)cc2)C1=O | -16 | i | i | i | -8 | i | -1 | i | i | i | i
Cc1nc2scc(C)n2c(=O)c1S(=O)(=O)NCc1ccccc1Cl | 1 | i | i | i | -9 | i | -12 | i | i | i | i
COc1ccc(/C=N/NC(C)(C)C)c(OC)c1 | x | i | i | i | -2 | i | -3 | i | i | i | i
CCCn1c(SCC(=O)Nc2nnc(-c3ccccc3)s2)nnc1-c1ccccn1 | 1 | i | i | i | -9 | i | -5 | i | i | i | i
CCc1ccccc1NC(=O)c1cnccn1 | -2 | i | i | i | -2 | i | x | x | i | i | i
CC(OC(=O)Cn1cnc2c1c(=O)n(C)c(=O)n2C)C(=O)NCc1ccccc1 (stereo not drawn) | -2 | i | i | i | -13 | i | -3 | i | i | i | i
CCOC(=O)C1CCCCN1Cc1ccc(C(F)(F)F)cc1 (stereo not drawn) | -3 | i | i | i | -8 | i | 1 | i | i | i | i
CCC(=O)N1N=C(c2cccs2)CC1c1ccc(C)cc1 (stereo not drawn) | 3 | i | i | i | 5.1* | i | -6 | i | i | i | i
O=C(CCc1ccc(O)cc1)N/N=C/c1coc2ccccc2c1=O | x | i | i | i | -9 | i | 11 | i | i | i | i
O=[N+]([O-])c1ccc(/C=N/Nc2cc(Cl)nc(-c3ccccc3)n2)cc1 | -1 | i | i | i | -10 | i | -7 | i | i | i | i
CCOCCCNc1nc2c(-c3ccccc3)nnn2c2ccccc12 | 3 | i | i | i | -8 | i | -5 | i | i | i | i

A few values from the list.
Under hERG protect, `O=[N+]([O-])c1ccc(/C=N/Nc2cc(Cl)nc(-c3ccccc3)n2)cc1` has the entry -10
Under HDAC3 inhib, `CCC(=O)N1N=C(c2cccs2)CC1c1ccc(C)cc1` (stereo not drawn) has the entry -6
Under HDAC3 inhib, `Cc1nc2scc(C)n2c(=O)c1S(=O)(=O)NCc1ccccc1Cl` has the entry -12
Under hERG protect, `CCc1ccccc1NC(=O)c1cnccn1` has the entry -2
Under hERG protect, `COc1ccc(/C=N/NC(C)(C)C)c(OC)c1` has the entry -2
Under Dyrk1A ADPGlo, `CCOCCCNc1nc2c(-c3ccccc3)nnn2c2ccccc12` has the entry 3
